Assay outcomes from PubChem.
HMGR II inh – inhibitors of E. faecalis class II HMGR, primary screen, biochemical, Enterococcus faecalis; purified E. faecalis HMGR, NADPH absorbance 340 nm kinetic; HMG-CoA reductase (Enterococcus faecalis, mvaE); 190,000 compounds, 0.41% hits; inhibition, % at 10 µM;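 active = inhibition above a set limit, the median over all tested compounds plus 3 SD, cut at about 9.5% in these data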;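 note: enzyme runs in reverse so mevalonate oxidation gives rising NADPH absorbance; 0% = complete reaction with DMSO and 100% = background rate lacking mevalonate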
TLR4-MyD88 BLA – inhibitors of TLR4-MyD88 association in cells, primary screen, cell-based, HeLa CL3-4, BLA complementation, FRET ratio; inhibition, % at 8.4 µM; AID 861, 2007; HeLa CL3-4 TLR4/MyD88 BLA complementation; 200,000 compounds, 0.18% hits; Toll-like receptor 4 (Homo sapiens) + Myeloid differentiation primary response protein …; in the data active = inhibition above about 25%;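 note: 0% = vehicle and 100% = reference inhibitor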
Target sequence (O00206 whole entry, looked up): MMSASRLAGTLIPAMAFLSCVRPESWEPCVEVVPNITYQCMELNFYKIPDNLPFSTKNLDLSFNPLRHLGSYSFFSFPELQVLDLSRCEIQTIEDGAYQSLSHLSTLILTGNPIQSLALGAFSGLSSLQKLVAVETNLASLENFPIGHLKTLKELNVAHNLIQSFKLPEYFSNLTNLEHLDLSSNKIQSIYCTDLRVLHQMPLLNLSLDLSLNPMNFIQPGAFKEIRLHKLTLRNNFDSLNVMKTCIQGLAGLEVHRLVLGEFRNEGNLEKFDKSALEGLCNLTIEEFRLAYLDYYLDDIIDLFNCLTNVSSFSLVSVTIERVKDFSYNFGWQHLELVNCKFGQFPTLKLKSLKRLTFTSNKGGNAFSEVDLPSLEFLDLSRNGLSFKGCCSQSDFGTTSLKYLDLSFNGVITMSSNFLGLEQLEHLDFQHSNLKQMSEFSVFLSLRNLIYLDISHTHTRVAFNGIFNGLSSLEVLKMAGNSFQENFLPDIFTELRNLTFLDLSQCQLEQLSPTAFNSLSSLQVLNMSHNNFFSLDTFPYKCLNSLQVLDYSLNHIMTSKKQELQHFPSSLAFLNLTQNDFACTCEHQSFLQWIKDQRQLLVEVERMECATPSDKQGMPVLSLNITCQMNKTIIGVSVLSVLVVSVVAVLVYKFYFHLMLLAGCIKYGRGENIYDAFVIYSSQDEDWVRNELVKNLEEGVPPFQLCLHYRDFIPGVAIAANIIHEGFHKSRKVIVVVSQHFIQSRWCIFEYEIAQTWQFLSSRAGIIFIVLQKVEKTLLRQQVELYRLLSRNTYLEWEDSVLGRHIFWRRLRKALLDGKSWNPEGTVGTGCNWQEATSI
Target sequence (Q99836 whole entry, looked up): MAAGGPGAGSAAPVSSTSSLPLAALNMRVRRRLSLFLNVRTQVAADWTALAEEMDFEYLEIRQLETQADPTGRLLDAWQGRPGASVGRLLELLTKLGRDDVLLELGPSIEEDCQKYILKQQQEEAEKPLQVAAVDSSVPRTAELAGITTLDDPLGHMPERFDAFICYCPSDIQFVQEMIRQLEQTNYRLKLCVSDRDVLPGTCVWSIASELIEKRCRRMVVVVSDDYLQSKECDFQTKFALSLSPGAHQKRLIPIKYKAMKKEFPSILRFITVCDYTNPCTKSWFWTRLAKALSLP
STAT3 inh – IL-6 driven STAT3 reporter inhibitors, primary screen, U3A cells, luciferase, luminescence, MLSCN library; inhibition, % at 5.5 µM; IL-6 STAT3-luciferase reporter; host cell line lacks STAT1; AID 862, 2007; 190,000 compounds, 0.89% hits;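 active = inhibition above the mean inhibition across all screened compounds plus 3 SD, cut at about 44% in these data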;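 note: 0% = DMSO only wells and 100% = 100 µM nifuroxazide control wells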
NF-kB neuron act – activators of NF-kB expression in neurons, primary screen, cell-based, HTS. fold change at 12.5 µM. 190,000 compounds, 1.6% hits. AID 1239, 2008. human neuronal cells, NF-kB reporter expression; stronger effect = higher value; in the data active = fold change above about 3.3
Hsp70 act – Hsp70 transcriptional activators, primary screen, cell-based, HeLa, Hsp70 promoter luciferase, luminescence, 10 µM; 200,000 compounds, 0.04% hits; HeLa Hsp70 promoter luciferase reporter; scaled: vehicle 0, proteasome-inhibitor control 100%; activation, % at 10 µM;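 active = activation above the mean across all tested compounds plus 3 SD, cutoff set per campaign, cut at about 5.5% in these data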;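 note: 100% = MG132 at 30 µM as the positive control and 0% = DMSO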
STAT1 blocker – STAT1 signaling inhibitors, primary screen, cell-based, HTS, luciferase reporter | 200,000 compounds, 0.35% hits | AID 920, 2007 | inhibition, % at 5.5 µM | NIH 3T3 STAT1-luciferase reporter, IFN-gamma, luminescence;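 active = inhibition above a set limit, the mean inhibition across all tested compounds plus 3 SD, cut at about 34% in these data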;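 note: 0% = IFN-gamma with DMSO and 100% = IFN-gamma with 300 µM nifuroxazide; values of inactives mirror those of a sister screen read the other way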
DTT redox prof – compounds producing H2O2 with reducing agent – biochemical, NIH compound library profiling, artefact control for MLSCN library redox annotation, primary screen | DTT-dependent redox cycling H2O2, phenol red/HRP absorbance; 100% = 100 µM peroxide control, 0% = buffer | activation, % at 10 µM | 200,000 compounds, 0.03% hits | AID 878, 2007;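 active = activation of at least 50% relative to the plate's high and low controls in the primary single-dose screen; inactive = activation below 50%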;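 note: compound incubated with DTT at 0.8 mM final as the reducing agent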
STAT1 activator – STAT1 signaling activators, primary screen, cell-based, HTS, luciferase reporter; NIH 3T3 STAT1-luciferase reporter, IFN-gamma, luminescence; 100% = IFN-gamma alone, no compound; activation (% of control), % at 5.5 µM; 200,000 compounds, 2.6% hits; AID 932, 2007;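 active = activation above the screen-wide mean activation plus 3 SD, cut at about 130% in these data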;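 note: raw ratio to IFN-gamma control signal so 100% means no change and 0% no light; values of inactives mirror those of a sister screen read the other way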
STAT3 act – IL-6 driven STAT3 reporter potentiators, primary screen, U3A cells, luciferase, luminescence, MLSCN library; IL-6 STAT3-luciferase reporter; 100% = signal with IL-6 EC80 alone; activation (% of control), % at 5.6 µM; 190,000 compounds, 0.91% hits; AID 871, 2007;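 active = activation above the screen-wide mean of compound activation plus 3 SD, cut at about 130% in these data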;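 note: 0% = background luminescence of wells with medium and substrate only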
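Material: STAT3-luciferase reporter U3A cells; Probe or stimulus: IL-6 (33 ng/mL); Incubation: compound pre-incubation 1 h before IL-6, then 6 h stimulation at 37 °C; Technique: luminescence from STAT3-driven luciferase reporter; Evaluation: % activation versus median of IL-6-stimulated wells; Controls: IL-6-only high control.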
APP 5'UTR act – activators of APP 5'UTR luciferase reporter, primary screen, SH-SY5Y cells; SH-SY5Y APP 5'UTR luciferase reporter, luminescence; zero percent = DMSO vehicle wells; activation, % at 2 µM; 190,000 compounds, 1% hits;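 active = activation above a set limit, based on mean plus 3 SD of controls, cut at about 140% in these data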; note: values of inactives mirror those of a sister screen read the other way
Starred values were filed as active, the others as inactive; · = not tested or not shown.

SMILES	HMGR II inh	TLR4-MyD88 BLA	STAT3 inh	NF-kB neuron act	Hsp70 act	STAT1 blocker	DTT redox prof	STAT1 activator	STAT3 act	APP 5'UTR act
Clc1ccc2nc(CSCc3ccccc3)cn2c1	-4	8	6	1.2	0.6	-50	-1.8	145*	97	139*
CCOC(=O)c1cc(-c2ccc(C)o2)nn1CCC#N	2	-3	-3	1.1	0.5	6	-0.3	96	106	-3
Cc1ccc2nc(C(=O)N3CCc4c([nH]c5ccccc45)C3c3ccccn3)cn2c1 (configuration not stated)	1	-15	11	0.86	-0.1	-15	0.3	112	92	4
CCOC(=O)Cc1nnc(NC(=O)CSc2nnc3c4ccccc4n(C(C)C)c3n2)s1	0	11	1	1.3	-0.1	0	-2.0	101	102	-3
Cc1cc(N2CCN(Cc3ccc4c(c3)OCO4)CC2)n2ncnc2n1	4	-8	-2	0.98	-0.1	6	-1.0	94	104	9
CCOC(=O)C1CCN(C(=O)/C=C/c2cc(OC)c(OC)c(OC)c2)CC1	-2	8	0	0.97	-0.1	-1	0.3	101	98	3
O=C(/C=C/c1ccc(O)cc1)c1ccc(NC2=C(N3CCCCC3)C(=O)c3ccccc3C2=O)cc1	-2	-2	10	1.3	-0.2	5	-7.4	96	96	22
CCCCCn1c(CNC(=O)CCC)nc2ccccc21	0	1	2	1.2	-0.3	3	-1.4	98	102	-12
Cc1cn(C)c(=O)n(C)c1=O	-4	-19	·	0.94	-0.4	-1	-0.3	100	·	3
O=C1CC(Nc2ccccc2)C(=O)N1c1ccc(N2CCOCC2)cc1 (configuration not stated)	1	13	-2	1.1	0.0	2	1.2	98	104	·
Cc1cc(C(=O)OCC(=O)N(C)C2CCS(=O)(=O)C2)c(C)n1-c1ccccc1 (configuration not stated)	-13	13	-7	1.2	-0.1	5	1.2	96	110	4
COc1ccc(-c2nnc(SCC(=O)N3CCCc4ccccc43)o2)cc1OC	-1	13	-12	1.3	0.0	7	1.5	91	113	-23
Cc1ccc(C(=O)Nc2nc(COc3ccccc3)cs2)s1	-5	-2	13	1.1	-0.4	-3	1.2	103	94	0
Cc1ccc(NC(=O)c2cc3ccccc3o2)cc1S(=O)(=O)N(C)C	-8	1	8	5.2*	0.0	-47	3.0	143*	93	49
COc1ccc(-c2nc(C(F)(F)F)c(OC)o2)cc1OC	-7	4	9	1.1	-0.1	1	-0.6	99	93	-18
O=C(Nc1ccccc1)C1=C[C@@H](C2CCCCC2)C[C@@H](OCc2ccc(CO)cc2)O1	-5	6	·	0.77	-0.3	-5	-0.4	106	·	-4
CC(C)(C)c1ccc(C(=O)Nc2nonc2-c2nc3ccccc3[nH]2)cc1	-11	-3	27	1.3	-0.2	1	0.7	95	79	-14
Cn1ccnc1SCC(=O)c1ccc2ccccc2c1	-5	-4	-1	3	0.3	-49	-2.0	146*	101	164*
O=[N+]([O-])c1cc(S(=O)(=O)Nc2ccccc2)ccc1N1CCN(c2ccccc2)CC1	-7	10	7	0.76	-0.6	1	0.3	99	90	8
COc1ccc(/C=C/C(=O)Nc2cccc(C(C)=O)c2)cc1	-1	2	5	2	-0.1	-34	0.2	130*	94	50
CCn1nc(NC(=O)c2ccccn2)c2cc3cc(C)ccc3nc21	-3	1	12	0.79	-0.4	-7	-0.1	106	94	-13
CC(C)CC(c1nnnn1Cc1ccco1)N1CCN(c2cccc(Cl)c2)CC1 (configuration not stated)	-5	7	2	0.79	-0.2	5	3.0	95	107	3
C[N+]1(CCCCSc2ccc(O)cc2)CCCCC1	0	-19	7	2.7	-0.2	-4	-0.6	103	92	3
CC(C)N(C(=O)Cn1cnc2c(cnn2-c2ccccc2Cl)c1=O)C(C)C	2	0	1	1	-0.2	8	4.0	92	104	12
CCOC(=O)c1c(NC(=O)Cc2cccs2)sc(C(=O)NC2CCCC2)c1C	-4	-2	7	1.1	-0.3	-5	2.1	104	97	6

Compounds above that contain an NH in an aromatic ring (two):
SMILES	HMGR II inh	TLR4-MyD88 BLA	STAT3 inh	NF-kB neuron act	Hsp70 act	STAT1 blocker	DTT redox prof	STAT1 activator	STAT3 act	APP 5'UTR act
Cc1ccc2nc(C(=O)N3CCc4c([nH]c5ccccc45)C3c3ccccn3)cn2c1 (configuration not stated)	1	-15	11	0.86	-0.1	-15	0.3	112	92	4
CC(C)(C)c1ccc(C(=O)Nc2nonc2-c2nc3ccccc3[nH]2)cc1	-11	-3	27	1.3	-0.2	1	0.7	95	79	-14

Limited to STAT3 inh, for 7 of the compounds above:
| SMILES | STAT3 inh |
| --- | --- |
| Cn1ccnc1SCC(=O)c1ccc2ccccc2c1 | -1 |
| Clc1ccc2nc(CSCc3ccccc3)cn2c1 | 6 |
| COc1ccc(/C=C/C(=O)Nc2cccc(C(C)=O)c2)cc1 | 5 |
| Cc1cc(N2CCN(Cc3ccc4c(c3)OCO4)CC2)n2ncnc2n1 | -2 |
| O=C1CC(Nc2ccccc2)C(=O)N1c1ccc(N2CCOCC2)cc1 (configuration not stated) | -2 |
| COc1ccc(-c2nc(C(F)(F)F)c(OC)o2)cc1OC | 9 |
| Cc1ccc2nc(C(=O)N3CCc4c([nH]c5ccccc45)C3c3ccccn3)cn2c1 (configuration not stated) | 11 |

Later entries.
SMILES	HMGR II inh	TLR4-MyD88 BLA	STAT3 inh	NF-kB neuron act	Hsp70 act	STAT1 blocker	DTT redox prof	STAT1 activator	STAT3 act	APP 5'UTR act
O=C(NCC(c1cccs1)N1CCOCC1)c1ccccc1NS(=O)(=O)c1ccc(Cl)cc1 (configuration not stated)	-2	-13	-8	0.9	-0.2	-1	0.0	101	103	12
CC(=O)N1CC(=O)N(OCc2ccccc2)C1c1ccc(Cl)cc1Cl (configuration not stated)	2	0	-1	0.99	-0.3	-2	-2.1	102	105	21
CCn1c(CNc2ccc(C)cc2C)nnc1SCC(=O)N1CCCc2ccccc21	-9	3	12	0.87	0.0	-1	0.5	100	93	-5
CCN(CC)Cc1nc2sc(C)c(C)c2c(=O)[nH]1	4	8	-4	1.1	-0.4	-8	6.5	105	105	27
COc1ccc(CC2(CO)CCN(Cc3cnn(C)c3C)CC2)cc1	-5	-12	2	1.1	-0.2	1	-0.6	98	103	-8
COCCOC(=O)C1=C(C)NC(=O)CC1c1cc2c(cc1Br)OCO2 (configuration not stated)	-2	2	9	0.99	-0.3	19	0.7	83	96	-4
CC1(C)CC(=O)C2=C(C1)OC1=C(C(=O)CC(C)(C)C1)C2c1cc([N+](=O)[O-])cc([N+](=O)[O-])c1O	1	5	2	0.82	-0.1	-3	0.2	101	100	-7
CCC(C)(C)NC(=O)c1ccccc1Oc1ccccc1	-2	1	5	1.2	-0.3	9	-0.6	89	99	0
COc1ccccc1CNC(=O)c1ccc(S(=O)(=O)N(C)C)cc1	-5	-11	10	1.1	0.0	3	-3.0	98	96	4
COc1cc(C(=O)Nc2ccccc2-c2nnn(CC(N)=O)n2)cc(OC)c1OC	-4	9	28	1.6	-0.1	3	0.1	97	76	7
COc1ccc(C(=O)CSc2ccc(-c3ccc(C)cc3)nn2)cc1	-5	0	9	1.1	0.1	1	0.4	99	91	7
C=CCNC(=O)C1CC(=O)N(c2ccc(OCC(=O)Nc3ccc(Cl)c(C(F)(F)F)c3)cc2)C1 (configuration not stated)	-5	2	4	0.94	-0.5	9	-0.6	101	98	-13
O=C(C1CC=CCC1)N1CCC(CO)(Cc2ccc(Cl)cc2)CC1 (configuration not stated)	0	-8	4	1.1	-0.1	-3	-1.1	102	100	-20
CCCn1c(SCC(=O)NCCc2ccccc2)nnc1-c1ccccn1	-10	4	5	0.96	-0.4	3	2.6	98	100	9
COc1ccc(CNc2nc(NCc3ccc(OC)cc3)n(C(=O)c3ccccc3[N+](=O)[O-])n2)cc1	1	7	2	1.3	-0.1	1	-3.5	99	102	9
N#CC1=C(N)Oc2n[nH]c(-c3ccccc3)c2C1c1ccsc1 (configuration not stated)	4	2	-14	0.7	-0.3	22	-0.1	77	115	-9
Cc1ccc(OCC(=O)Nc2cccc(-c3nnc(-c4ccccc4)o3)c2)c(C)c1	-1	-8	16	0.95	-0.4	-35	4.7	132*	90	-5
CCOC(=O)c1c(NC(=O)CSc2nnc(-c3cccnc3)o2)sc(C(C)=O)c1C	-1	1	8	0.78	0.1	14	-0.9	87	96	12
CCOC(=O)N1CCN(C(=O)c2ccc3c(=O)n(-c4ccc(OC)cc4OC)c(=S)[nH]c3c2)CC1	0	9	8	1.1	-0.3	1	2.2	99	96	22
COc1cccc(-c2cc(C(F)(F)F)c3c(N)c(C#N)sc3n2)c1	-7	27*	-66	1.1	-0.1	-4	-9.0	103	153*	-1
CCCNc1nc2c(c(=O)[nH]c(=O)n2C)n1Cc1ccc(F)cc1	-2	14	-6	0.88	0.6	7	-2.3	94	109	-3
N#CCCn1cc(C(=O)Nc2ccc(C(=O)O)cc2)c(-c2cc3ccccc3o2)n1	-1	13	10	1.5	-0.3	-1	-0.6	99	96	-5
COc1ccc(N2C(=O)C3CCCN3C2c2cccc(F)c2)cc1Cl (configuration not stated)	0	-3	4	1.3	-0.3	1	-2.2	99	100	-3
Cc1cccc(NC(=S)NCc2cccs2)c1	-3	-3	4	·	0.9	3	-1.3	98	102	-4
CCC(NC(=O)NCc1cccnc1)(C(F)(F)F)C(F)(F)F	-5	-1	-5	0.98	-0.2	0	2.0	100	104	-16
COc1ccc(C2=NOC(C(=O)NCc3ccccn3)C2)cc1OC (configuration not stated)	0	1	-21	1.4	-0.2	-3	0.1	103	122	23
CN1C(=O)/C(=C\c2cc(N=Nc3ccccc3)ccc2O)SC1=S	-1	5	-2	0.92	-0.3	12	-3.0	89	108	-4
Cc1ccc(CNC(=O)C2CC(=O)N(CCC(C)C)C2)cc1 (configuration not stated)	1	-6	2	1.1	-0.4	-14	0.4	112	100	-8
COc1ccc(CCNC(=O)COC(=O)c2cnc(C)cn2)cc1OC	0	0	-6	2.3	0.0	-6	2.6	105	107	21
